Neddylation inh – blocks human cullin neddylation; P61081+Q13564; 360,000 tested, 0.58% active; calls only at 25 µM; TR-FRET cullin neddylation, biochemical; in the data active means inhibition above about 36%
bovine MsrA act – bovine methionine sulfoxide reductase A activation. purified bovine MsrA, absorbance read-out. activation, % at 10.6 µM. 360,000 tested, 0.3% active; in the data active means activation above about 7.5%;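 further: 0% = vehicle and 100% = reference activator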
FAS TE block – blocks the thioesterase domain of human fatty acid synthase; recombinant FAS-TE, OMFH fluorogenic substrate, fluorescence endpoint; inhibition, % at 15 µM; 360,000 tested, 0.67% active;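 active means compounds whose normalised, plate-corrected inhibition of enzyme fluorescence in the single-dose primary screen is 50% or more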;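 further: 0% = DMSO with enzyme and 100% = substrate without enzyme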
Rin1-Abl PPI inh – human Rin1-Abl interaction inhibition; P00519+Q13671; TR-FRET Rin1/Abl binding, biochemical; inhibition, % at 7.35 µM; 360,000 tested, 0.4% active; AID 588664; in the data active means inhibition above about 5%, passing the limit was not always enough
MT1-MMP act inh – MT1-MMP (human) activation inhibition; HT1080 RFP-PRO-GFP cells, GFP/RFP ratio fluorescence, overnight; percent of plate control window, DMSO zero; GFP/RFP ratio change, % at 20 µM; 360,000 tested, 0.061% active;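 active means GFP/RFP ratio change of at least 30% with cell ATP level not reduced by more than half and red fluorescence within 50% of control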; further: strong numbers were not always called active
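Material: RFP-PRO-GFP reporter HT1080 cells. Dosing: single-point 20 µM compound, 1% DMSO. Controls: DMSO and RFP-L50D-GFP cell wells. Timing: cells overnight before dosing, compound overnight, 37 °C, 5% CO2. Measure: GFP/RFP fluorescence ratio.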
SKN-1 block – blocks SKN-1 activity in C. elegans; C. elegans VP596 Pgst-4::GFP/RFP ratio, acrylamide-induced, 24 h; inhibition, % at 21.8 µM; 360,000 tested, 0.49% active;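 active means interference check ratio from 0.5 to 1.5 plus GFP to RFP signal ratio inhibition reaching or exceeding a fixed threshold, cut at about 30% in these data, passing the limit was not always enough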; further: some compounds called inactive have numbers as strong as hits
NRP1-CendR mod – modulators of CendR peptide binding to human neuropilin-1; O14786; FAM-RPARPAR peptide binding to NRP-1, fluorescence polarization; inhibition, % at 25 µM; 360,000 tested, 0.85% active; AID 602438;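 active means inhibition or corrected inhibition above about 18%, plus a signal ratio from 0.5 to 1.5, limit read from the data, passing the limit was not always enough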; further: strong numbers were not always called active
PABP1 MLLE inh – blocks PAM2 peptide binding to the PABP1 MLLE domain | P11940 | GST-MLLE / FITC-PAM2 fluorescence polarization | inhibition, % at 20 µM | 360,000 tested, 0.36% active | AID 588489; in the data active means inhibition above about 35%, passing the limit was not always enough;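 further: plate controls were DMSO wells with GST-MLLE for no effect and wells lacking GST-MLLE protein for full effect; some results filed as inactive read as strong as hits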
eLon inh – inhibitors of E. coli Lon protease; AID 602123; 360,000 tested, 0.42% active; purified E. coli Lon protease, fluorescence polarization; inhibition, % at 7.94 µM; P0A9M0; in the data active means inhibition above about 13%, passing the limit was not always enough;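 further: 0% = enzyme with probe and DMSO and 100% = no enzyme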
* marks the source's active call; other numbers are inactive results; i = inactive; · = no result given.

nr	SMILES	Neddylation inh	bovine MsrA act	FAS TE block	Rin1-Abl PPI inh	MT1-MMP act inh
1	CC1(C(=O)NS(=O)(=O)c2cccc(F)c2)CCN1C(=O)CC1CCCCC1 (centres undefined)	i	-3	-6	-1	0
2	C[C@H](CO)N1C[C@H](C)[C@@H](CN(C)Cc2ccc(Oc3ccccc3)cc2)Oc2c(NC(=O)c3ccncc3)cccc2C1=O	i	3	14	30*	-2
3	CCOC(=O)C1=C(C)OC(N)=C(C#N)C1c1cc(Cl)c(OCC(N)=O)c(OC)c1 (centres undefined)	i	-3	-3	-1	-10
4	Cc1cc(N2CCc3ccccc32)n2ncnc2n1	i	-2	-9	5	11
5	O=C(/C=C/c1cccs1)NC(=S)Nc1ccc(S(=O)(=O)Nc2ccccc2C(F)(F)F)cc1	i	-5	47	-1	0
6	CN(C)c1ccc(CN(C(=O)c2ccc(Cl)c([N+](=O)[O-])c2)C2CCS(=O)(=O)C2)cc1 (centres undefined)	i	-4	20	-3	-3
7	COc1ccc(NC(=O)C2(C)CCCN(C(C)C)C2)cc1F (centres undefined)	i	-3	-3	-3	-2
8	O=[N+]([O-])c1ccccc1CS(=O)(=O)c1ccccc1	i	-1	-5	3	-4
9	O=C(c1cccc(Cl)c1)N1CCCC(C(=O)N2CCCCCC2)C1 (centres undefined)	i	0	-10	1	-3
10	N#Cc1cccc2c1-c1ccccc1/C2=N/NC(N)=O	i	-5	4	-2	4
11	CCCc1cnc(N2CCN(C(=O)c3ccccc3)CC2)nc1	i	0	1	0	-2
12	CCc1nnc(NC(=O)CSc2nc3cc(OC)ccc3cc2C)s1	i	-6	5	-1	-3
13	CCc1nnc(NS(=O)(=O)c2ccccc2)s1	i	3	-2	1	-4
14	CCc1nnc(NS(=O)(=O)c2ccc(N/C=C/C(=O)c3ccc(C)cc3)cc2)s1	i	-1	-5	-2	5
15	O=C(COC(=O)CC(c1ccccc1)c1ccccc1)NCc1ccccc1	i	-9	29	2	3

nr	SKN-1 block	NRP1-CendR mod	PABP1 MLLE inh	eLon inh
1	-3	2	3	-5
2	15	-4	14	7
3	-3	-4	-20	3
4	-6	-6	1	-3
5	9	-8	27	4
6	-9	8	-13	4
7	-5	8	-7	-3
8	-1	-10	-1	-1
9	2	-3	-9	-6
10	20	-78	-1	6
11	11	16	-7	-7
12	-7	2	3	-4
13	19	2	-5	2
14	11	-20	-11	-12
15	8	-9	-12	-5

Molecules above that have two or more sulfur atoms (4):
nr	SMILES	Neddylation inh	bovine MsrA act	FAS TE block	Rin1-Abl PPI inh	MT1-MMP act inh
5	O=C(/C=C/c1cccs1)NC(=S)Nc1ccc(S(=O)(=O)Nc2ccccc2C(F)(F)F)cc1	i	-5	47	-1	0
12	CCc1nnc(NC(=O)CSc2nc3cc(OC)ccc3cc2C)s1	i	-6	5	-1	-3
13	CCc1nnc(NS(=O)(=O)c2ccccc2)s1	i	3	-2	1	-4
14	CCc1nnc(NS(=O)(=O)c2ccc(N/C=C/C(=O)c3ccc(C)cc3)cc2)s1	i	-1	-5	-2	5

nr	SKN-1 block	NRP1-CendR mod	PABP1 MLLE inh	eLon inh
5	9	-8	27	4
12	-7	2	3	-4
13	19	2	-5	2
14	11	-20	-11	-12

More structures follow:
nr	SMILES	Neddylation inh	bovine MsrA act	FAS TE block	Rin1-Abl PPI inh	MT1-MMP act inh
16	CC1CCCCN1Cc1ccc(N(C)C)cc1 (centres undefined)	i	3	-12	-3	-8
17	CC(C)c1ccc(/C=C(/C#N)c2nnc(NC(=O)c3ccccc3)s2)cc1	·	1	4	0	-10
18	O=C(CNS(=O)(=O)c1ccc(Br)s1)NCc1ccc(F)cc1	i	-3	2	3	4
19	CC1CCN(CCCNC(=O)CCCNC(=O)Cn2cnc3sc4c(c3c2=O)CCCC4)CC1	i	-12	-4	2	·
20	C/C(CC(=O)N1CCCC1)=N\NC(=O)c1cc2ccccc2cc1O	i	-8	-8	1	-12
21	Cn1c(NCCCN2CCOCC2)nc2c1c(=O)n(Cc1ccc(Cl)cc1)c(=O)n2C	i	3	-1	0	-1
22	CCOC(=O)[C@@H]1[C@H]2COc3ccccc3[C@@H]2N2C(=O)N(c3cccc(F)c3)C(=O)[C@@]12C	i	-7	-1	3	5
23	COc1ccc(S(=O)(=O)N(C)CC(=O)Nc2cccc(C(C)=O)c2)cc1	i	-3	-6	-2	-1
24	Cc1oc2cc(O)cc(O)c2c(=O)c1-c1ccc2c(c1)OCCCO2	i	-4	-3	-6	4
25	CCN(CC)c1ccc(N)cc1	i	-3	-3	7	4
26	COc1ccc(N(CC(=O)N2CCN(Cc3ccccc3)CC2)S(=O)(=O)c2ccccc2)cc1	i	-4	1	1	1
27	Cc1ccnc(SCc2nc3ccccc3s2)n1	i	-1	-2	2	-7
28	NS(=O)(=O)c1cc(C(=O)N2CCc3ccccc32)c(Cl)cc1Cl	i	-2	-6	-2	2
29	CC(=O)c1ccc(NC(=O)C2=CC(c3ccco3)=NS(=O)(=O)N2C)cc1	i	-5	-4	-4	2
30	CC(NC(=O)CCc1nnc(-c2ccccc2)o1)c1ccccc1 (centres undefined)	i	-2	-3	0	-1

nr	SKN-1 block	NRP1-CendR mod	PABP1 MLLE inh	eLon inh
16	8	-14	8	-8
17	6	-17	-36	-62
18	12	10	-4	1
19	-4	-6	5	3
20	-17	0	5	-6
21	0	1	6	2
22	-1	3	-2	11
23	12	-4	-9	7
24	-1	2	2	-6
25	18	-73	-113	-19
26	12	20	1	5
27	2	-9	-4	2
28	-8	-18	-3	8
29	4	7	7	-6
30	-2	15	0	-10

Down the list, from the results shown:
MT1-MMP act inh, nos. 20 to 27: -12, -1, 5, -1, 4, 4, 1, -7
Rin1-Abl PPI inh, nos. 20 to 27: 1, 0, 3, -2, -6, 7, 1, 2
NRP1-CendR mod, nos. 20 to 27: 0, 1, 3, -4, 2, -73, 20, -9

Further entries
nr	SMILES	Neddylation inh	bovine MsrA act	FAS TE block	Rin1-Abl PPI inh	MT1-MMP act inh
31	CCOc1ccc(NC(=O)CNC(=O)c2nn(-c3ccc(OC)cc3)c(=O)c3ccccc23)cc1	·	-6	-3	1	3
32	O=C(c1ccc([N+](=O)[O-])cc1)N(C1=NCCCCS1)c1ccccc1	i	-1	11	1	6
33	Cc1ccc(OCCC(=O)Nc2ccc(F)c(Cl)c2)cc1	i	-5	32	4	3
34	N#Cc1cccc(NC(=O)Cn2cnc(S(=O)(=O)N3CCOCC3)c2)c1	i	1	-2	-1	3
35	CCOC(=O)Cc1csc(N/C(=N/S(=O)(=O)c2cc(Br)ccc2OCC)c2ccccc2)n1	i	3	1	-2	-10
36	O=C(CCc1nnc(CCc2c[nH]c3ccccc23)o1)NC1CCC1	i	-1	-4	2	-2
37	Cc1cc(O)ccc1N=Cc1c(C(F)(F)F)[nH][nH]c1=O	i	-3	-9	2	52
38	O=C(Cc1cccc(NC(=O)C2CCN(C(=O)C3CC3)CC2)c1)Nc1cccc(C(=O)N2CCOCC2)c1	i	0	-7	2	2
39	CCCCn1c(Nc2ccccc2)nc2ccccc21	i	-10	-9	-4	-5
40	COc1cc2c(cc1OC)C(C(=O)NCCN1CCOCC1)C1c3ccccc3CCN1C2=O (centres undefined)	i	-4	-6	1	0
41	CSc1ccccc1C(=O)NCCOc1cccc(C)c1	i	-8	-2	2	-4
42	CC(C)OC(=O)c1cccnc1N1CCN(c2cccc(Cl)c2)CC1	i	2	17	4	-4
43	CCC(C)NCCOCCOc1ccc(Cl)cc1Br (centres undefined)	i	-2	-4	3	4
44	CCOc1ccccc1N(CC(=O)Nc1c(C)n(C)n(-c2ccccc2)c1=O)S(=O)(=O)c1ccccc1	i	-4	-9	2	-1
45	CC(=O)N1CC=CC1(CC(C)C)C(=O)NCc1cc(F)cc(C(F)(F)F)c1 (centres undefined)	i	-2	-9	2	7

nr	SKN-1 block	NRP1-CendR mod	PABP1 MLLE inh	eLon inh
31	-6	5	-13	3
32	7	14	7	-2
33	8	8	-2	-6
34	1	11	9	-6
35	1	8	7	-9
36	8	-6	11	1
37	29	-2	-14	9
38	19	-4	-3	-5
39	26	8	-6	5
40	2	3	18	6
41	40*	2	-10	-7
42	2	8	-4	0
43	-2	-4	11	-4
44	13	7	14	-5
45	16	18	-2	-19

Part of the list above, reduced to SKN-1 block, FAS TE block and Rin1-Abl PPI inh.
| No. | SMILES | SKN-1 block | FAS TE block | Rin1-Abl PPI inh |
| --- | --- | --- | --- | --- |
| 39 | CCCCn1c(Nc2ccccc2)nc2ccccc21 | 26 | -9 | -4 |
| 43 | CCC(C)NCCOCCOc1ccc(Cl)cc1Br (centres undefined) | -2 | -4 | 3 |
| 40 | COc1cc2c(cc1OC)C(C(=O)NCCN1CCOCC1)C1c3ccccc3CCN1C2=O (centres undefined) | 2 | -6 | 1 |
| 37 | Cc1cc(O)ccc1N=Cc1c(C(F)(F)F)[nH][nH]c1=O | 29 | -9 | 2 |

(continued)
nr	SMILES	Neddylation inh	bovine MsrA act	FAS TE block	Rin1-Abl PPI inh	MT1-MMP act inh
46	COc1ccc(-c2c(C#Cc3ccsc3)c3cc(-c4ccc(OC)c(F)c4)ccc3n2C)cc1	i	-3	32	-2	0
47	COc1ccc(CCNC(=O)COC(=O)C2COc3ccccc3O2)cc1 (centres undefined)	i	0	-7	5	2
48	O=C(Nn1c(C2CCCCC2)nc2ccccc2c1=O)c1ccc([N+](=O)[O-])cc1Cl	i	-9	62*	-1	2
49	CC(C)NC(=O)C1CCN(C(=O)c2ccc(-c3ccccc3)cc2)CC1	i	2	-2	2	1
50	NNC(=O)c1ccc(CN2CCCCC2)o1	i	-3	-10	-3	6
51	O=C(/C=C/c1ccc(Cl)c([N+](=O)[O-])c1)Nc1ccc(NC(=O)c2ccco2)cc1	i	-4	12	1	-1
52	Cc1nc2ccccc2n1CC(=O)N/N=C\C=C\c1ccccc1	i	-2	-2	2	3
53	O=C(C1=C[C@@H](c2ccc(C(F)(F)F)cc2)C[C@@H](OCCCCO)O1)N1CCCCCCC1	i	-9	2	0	2
54	O=C1CCC(=O)N1c1ccc(S(=O)(=O)N2CCCC2)cc1	i	-2	-2	2	1
55	O=C1CSC(c2ccccc2)N1c1cccnc1 (centres undefined)	i	-1	-6	2	1
56	O=C(C1CCC1)N1CCN(S(=O)(=O)c2ccc([N+](=O)[O-])cc2)CC1	i	-2	-5	-2	-4

nr	SKN-1 block	NRP1-CendR mod	PABP1 MLLE inh	eLon inh
46	13	-19	-11	-9
47	3	-5	9	-4
48	2	-3	-3	6
49	-2	17	-4	-5
50	7	9	-8	0
51	6	3	-7	-2
52	-12	12	6	0
53	-16	6	-2	-7
54	-8	-2	3	1
55	11	0	4	-3
56	-2	2	-16	11

3 structures out of the list, sorted by molar mass, lowest first:
nr	SMILES	Neddylation inh	bovine MsrA act	FAS TE block	Rin1-Abl PPI inh	MT1-MMP act inh
55	O=C1CSC(c2ccccc2)N1c1cccnc1 (centres undefined)	i	-1	-6	2	1
56	O=C(C1CCC1)N1CCN(S(=O)(=O)c2ccc([N+](=O)[O-])cc2)CC1	i	-2	-5	-2	-4
53	O=C(C1=C[C@@H](c2ccc(C(F)(F)F)cc2)C[C@@H](OCCCCO)O1)N1CCCCCCC1	i	-9	2	0	2

nr	SKN-1 block	NRP1-CendR mod	PABP1 MLLE inh	eLon inh
55	11	0	4	-3
56	-2	2	-16	11
53	-16	6	-2	-7
